DSG3 Ab inh: inhibitors of pemphigus antibody binding to DSG3, primary screen, biochemical, bead-based, flow cytometry, scFv-GFP; AID 588358, 2011; binding (percent of control), % at 10 µM; hit rate 0.48% among 310,000; Desmoglein-3 (Homo sapiens), P32926; DSG3-coupled beads, scFv-anti-DSG3-GFP binding; hits give low values;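 active means binding more than 3 SD below its plate's average and above zero; inconclusive means below that plate limit but binding exactly zero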;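 further: hits lower antibody fragment binding to DSG3; some compounds called inactive have numbers as strong as hits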
PKA-R1A act: activators of PKA-R1A holoenzyme, primary screen, biochemical, fluorescence polarization, Cy5-IP20, bovine R1A, mouse PKAc | hit rate 0.083% among 340,000 | activation, % at 11.4 µM | cAMP-dependent protein kinase type I-alpha regulatory subunit (Bos taurus) + … | PKA-R1A dissociation; scaled: DMSO 0%, 113 µM cGMP 100%;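 active means percent activation above the mean of all tested compounds plus 3 SD, cut at about 19% in these data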;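 further: higher means more PKAc released from R1A so a rise in polarization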
dFosB act: activators of delta FosB homodimer, primary screen, biochemical, fluorescence polarization, TAMRA-CDK5 oligo, single point; purified delta FosB; percent of positive-control signal above neutral wells; Protein FosB (Mus musculus), P13346; hit rate 0.99% among 340,000; activation, % at 25 µM; AID 493131, 2011;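 active means mean activation above about 17%, with every replicate also reaching it, limit read from the data, passing the limit was not always enough; inconclusive means only one of the two conditions met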;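 further: fluorescence polarization rise as delta FosB binds a TAMRA Cdk5 AP-1 oligo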
Target sequence (P13346 whole entry, looked up): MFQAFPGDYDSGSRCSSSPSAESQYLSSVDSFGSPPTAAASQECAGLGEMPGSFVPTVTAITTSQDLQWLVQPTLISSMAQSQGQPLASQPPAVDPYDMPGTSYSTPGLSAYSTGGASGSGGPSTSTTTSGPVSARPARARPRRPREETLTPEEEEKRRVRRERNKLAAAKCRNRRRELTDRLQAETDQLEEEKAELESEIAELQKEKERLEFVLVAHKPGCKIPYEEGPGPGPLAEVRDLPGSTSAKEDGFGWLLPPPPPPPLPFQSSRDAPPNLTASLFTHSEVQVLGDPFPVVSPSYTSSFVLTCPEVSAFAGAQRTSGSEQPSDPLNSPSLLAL
NSD2 HMT inh: NSD2 histone methyltransferase inhibitors, primary screen, biochemical, AlphaScreen, single concentration, set 2; hit rate 0.54% among 310,000; NSD2 peptide methylation, 120 min; AID 743445, 2014; Histone-lysine N-methyltransferase NSD2 (Homo sapiens), O96028; inhibition, % at 12.5 µM; in the data active means inhibition above about 50%
SUMO Mot1 rescue: yeast Mot1-301 growth rescue at high temperature, primary screen, SUMOylation pathway inhibitor project, S. cerevisiae, ATP luminescence, 38.5C | S. cerevisiae Mot1-301 growth rescue; percent above DMSO median, 100 means doubled | growth rescue, % at 18.8 µM | hit rate 1% among 320,000 | AID 2716, 2010;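 active means every valid replicate shows activation above 250% relative to neutral control wells; inactive means the rest, any valid replicate at or below 250%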;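 further: OY570 slx delta 5 strain wells were the positive control but not used for scaling; some compounds called inactive have numbers as strong as hits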
CDK5 inh: inhibitors of human CDK5/p35 kinase, primary screen, biochemical, single concentration. inhibition, % at 10 µM. hit rate 0.01% among 330,000. Recombinant CDK5/p35, ADP-Glo luminescence, 60 min;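 active means highest replicate inhibition of at least 50% and at least 75% of replicates reaching 50%; inconclusive means only one of the two criteria met; inactive means both criteria failed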;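 further: plate controls were DMSO neutral control for no effect and GW8510 at 10 µM for full effect; many of its hits are not listed in these tables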
SR-BI DiI-HDL act: activators of SR-BI mediated DiI-HDL uptake, primary screen, ldlA[mSR-BI] CHO cells, DiI fluorescence | 3 h; 100 = double the neutral-control signal | activation, % at 12.5 µM | hit rate 0.096% among 320,000 | AID 504775, 2011;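 active means mean replicate activation of at least 60% and every replicate at or above 60%; inconclusive means mean or all-replicate condition met, but not both; inactive means mean below 60% and not all replicates reaching 60%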;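 further: 0% = median plate neutral-control signal and 100% = twice that signal; values of inactives mirror those of a sister screen read the other way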
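system = CHO ldlA[mSR-BI] cells, LDL receptor-null, SR-BI overexpressing | medium = Ham's F12 with 0.5% BSA, HEPES 25 mM, pH 7.4 | probe or stimulus = DiI-HDL 10 µg/mL | compound dosing = single-point compound dose | incubation = compound exposure 3 h, 37 °C | technique = DiI fluorescence, bottom read | read-out = cell-associated DiI fluorescence as measure of HDL uptake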
SR-BI HDL uptake: inhibitors of SR-BI mediated HDL lipid uptake, primary screen, ldlA[mSR-BI] cells, fluorescence, single point | ldlA[mSR-BI] CHO cells, DiI-HDL uptake fluorescence, 3 h | inhibition, % at 12.5 µM | hit rate 0.96% among 320,000;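 active means mean replicate inhibition of at least 70% and a set share of replicates each scoring 70 or more; inconclusive means meets just one of the two criteria; inactive means fails both criteria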;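 further: 0% = median of neutral control wells and 100% = median of positive control wells; values of inactives mirror those of a sister screen read the other way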
Arrestin-AP2 inh: inhibitors of beta-arrestin/AP2 binding, primary screen, biochemical, GPCR trafficking, flow cytometry; beta-arrestin 1 C-terminal peptide binding to AP2 beta2-adaptin appendage (human); FITC-arrestin peptide / GST-AP2 beads; AP2 beta2 appendage carries R879A mutation; inhibition, % at 10 µM; hit rate 0.31% among 340,000;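 active means inhibition above a set limit, near 3 SD of compounds lacking own fluorescence, cut at about 54% in these data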;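 further: plate controls were DMSO wells for no effect and 5 µM unlabelled arrestin peptide for full effect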
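Measured by: flow cytometry, FL1 (488/535 nm); Material: AP2 appendage R879A on GSH beads; Evaluation: percent response; Timing: pre-incubation 12 min, peptide binding 1 h, room temperature; Also added: 50 nM FITC-arrestin peptide; Medium: PBS with 0.05% Tween 20 and 0.1% BSA.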
PKA-R2B act: activators of PKA-R2B holoenzyme, primary screen, biochemical, fluorescence polarization, Cy5-IP20, human. cAMP-dependent protein kinase catalytic subunit beta (Homo sapiens) + cAMP-dependent …. PKA-R2B holoenzyme dissociation; R2B truncated from residue 108, S112A mutant; 0% DMSO only, 100% 113 µM cGMP. activation, % at 11.4 µM. hit rate 0.079% among 340,000. AID 504700, 2011;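 active means activation above a cutoff set at the mean over all compounds plus 3 SD, cut at about 18% in these data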;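 further: higher means more holoenzyme dissociation and a rise in polarization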
Target sequence (P31323 whole entry, looked up, other chains not shown, the tested form may be a part): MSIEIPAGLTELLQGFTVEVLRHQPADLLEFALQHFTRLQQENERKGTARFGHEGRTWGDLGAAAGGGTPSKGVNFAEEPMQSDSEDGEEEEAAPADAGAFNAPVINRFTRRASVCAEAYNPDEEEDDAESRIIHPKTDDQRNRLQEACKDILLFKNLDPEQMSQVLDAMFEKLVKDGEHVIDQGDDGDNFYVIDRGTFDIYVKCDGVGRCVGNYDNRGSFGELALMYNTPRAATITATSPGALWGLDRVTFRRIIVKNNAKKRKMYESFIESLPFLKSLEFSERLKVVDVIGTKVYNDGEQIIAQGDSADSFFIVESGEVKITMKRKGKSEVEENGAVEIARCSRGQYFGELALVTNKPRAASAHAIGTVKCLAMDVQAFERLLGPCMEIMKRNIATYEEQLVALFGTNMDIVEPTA
MITF TRPM1 HTS: activators of MITF-driven TRPM1 promoter reporter, primary screen, cell-based, SK-MEL-5, luciferase, single point | activation, % at 12.5 µM | hit rate 0.75% among 300,000 | AID 588334, 2011 | SK-MEL-5 TRPM1-promoter luciferase, 24 h; % of positive control, neutral wells = 0;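 active means mean activation of at least 80% with every replicate also reaching 80%; inconclusive means mean reaches 80% but some replicate falls short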;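 further: 0% = neutral control wells and 100% = parthenolide positive control wells; values of inactives mirror those of a sister screen read the other way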
* = called active by the depositor; ? = inconclusive; . = not tested or not shown.

SMILES | DSG3 Ab inh | PKA-R1A act | dFosB act | NSD2 HMT inh | SUMO Mot1 rescue | CDK5 inh | SR-BI DiI-HDL act | SR-BI HDL uptake | Arrestin-AP2 inh | PKA-R2B act | MITF TRPM1 HTS
O=C(NNc1c2ccccc2nc2ccccc12)C12CC3CC(CC(C3)C1)C2 | 103 | 5 | -5 | 1 | 3 | -3.3 | -14 | 14 | 38 | 10 | .
CCS(=O)(=O)c1ccc2c(c1)N(S(=O)(=O)c1cccs1)CC(C(=O)O)O2 (configuration not stated) | 100 | 2 | -10 | -2 | 0 | -0.3 | 0 | 0 | 12 | -5 | 2
O=C1C(NS(=O)(=O)c2cccs2)=C(N2CCN(c3cccc(C(F)(F)F)c3)CC2)C(=O)c2ccccc21 | 106 | -5 | -16 | 7 | 0 | 1.2 | -42 | 42 | 7 | 3 | 3
Cc1cccc(OCCn2ccnc2)c1 | 119 | 7 | -2 | -2 | -6 | -2.0 | 8 | -8 | 12 | 7 | .
CCCCNC(=O)OCCSCCS(=O)(=O)c1ccc(Cl)cc1 | 106 | -4 | 1 | 1 | -4 | -0.6 | 2 | -2 | 25 | -8 | -11
CCCCOc1ccc(C(=O)N/N=C/c2ccc(OCCN3CCCCC3)c(OC)c2)cc1 | 84 | 5 | -5 | 20 | 3 | 0.9 | -41 | 41 | 9 | 1 | 9
COc1cccc(C(=O)Nc2ccc(-c3nc4ccccc4o3)c(O)c2)c1 | 114 | -18 | -4 | -4 | -4 | 2.1 | -53 | 53 | 6 | -2 | 13
CCn1c(SCC(=O)Nc2ccc(Br)cc2)nc2sc3c(c2c1=O)CCN(C)C3 | . | 10 | 2 | 10 | 5 | 0.3 | -7 | 7 | 5 | -8 | 5
CC(=O)Nc1ccc(NC(=O)c2ccc(CN3CCc4ccccc4C3)cc2)cc1 | 114 | -9 | -4 | 0 | -9 | 1.0 | 7 | -7 | 32 | -20 | .
O=C(c1cc2ccccc2oc1=O)N(Cc1ccco1)CC1CCCO1 (configuration not stated) | . | 7 | 0 | 0 | 36 | -0.1 | 10 | -10 | 9 | 0 | .
CN(C(=O)c1cccc(NC(=O)Cc2ccc(NC(=O)C3CCCN(C(=O)C4CCC4)C3)cc2)c1)C1CCC1 (configuration not stated) | 103 | 4 | 1 | . | . | -1.1 | -65 | 65 | 2 | -5 | -3
COC(=O)Nc1ccc(S(=O)(=O)N2CCC(C(=O)N3CCCC(C)C3)CC2)cc1 (configuration not stated) | 103 | -10 | -14 | -1 | -21 | -0.7 | -5 | 5 | 10 | 6 | 12
CCNc1nc(Oc2ccc(Cl)cc2Cl)cc(C(F)(F)F)n1 | . | -6 | -5 | -1 | -3 | -0.7 | -18 | 18 | -4 | 0 | .
COc1ccc(CNC(=O)CC(NC(N)=O)c2ccccc2Cl)cc1OC (configuration not stated) | 109 | 0 | 2 | 0 | 2 | -1.5 | 9 | -9 | -13 | -1 | 6
COC(=O)C(NC(=O)c1ccccc1Cl)(Nc1ncc(S(=O)(=O)c2ccc([N+](=O)[O-])cc2)s1)C(F)(F)F (configuration not stated) | . | -1 | -1 | -2 | 6 | 2.2 | 9 | -9 | 3 | 5 | .
C=CCn1c(SCC(=O)Nc2ccc(F)cc2F)nc2c([nH]c3ccccc32)c1=O | 96 | 1 | 3 | -1 | 18 | -1.2 | 1 | -1 | 13 | -1 | -14
CN(Cc1cccc(-n2cccn2)c1)C(=O)CCc1nnc(C2CCCCC2)o1 | 98 | -14 | -7 | -4 | 41 | -0.2 | 4 | -4 | -34 | -18 | 48
Cc1ccccc1C1=NC(c2ccc(F)cc2F)ON1 (configuration not stated) | 95 | -1 | -2 | -2 | -4 | 1.4 | -47 | 47 | 26 | -1 | 61
COc1cc2nc(CCc3ccccc3)oc(=O)c2cc1OC | 95 | 6 | 6 | 2 | -10 | 1.4 | 12 | -12 | -3 | 4 | 2
O=C(NCc1cccnc1)c1ccc(CS(=O)(=O)c2ccc(Br)cc2)o1 | 101 | 4 | 0 | . | 12 | -1.1 | 8 | -8 | -2 | -6 | 2

Arranged by length of the SMILES (largest number first): 7 of the compounds above
SMILES | DSG3 Ab inh | PKA-R1A act | dFosB act | NSD2 HMT inh | SUMO Mot1 rescue | CDK5 inh | SR-BI DiI-HDL act | SR-BI HDL uptake | Arrestin-AP2 inh | PKA-R2B act | MITF TRPM1 HTS
O=C1C(NS(=O)(=O)c2cccs2)=C(N2CCN(c3cccc(C(F)(F)F)c3)CC2)C(=O)c2ccccc21 | 106 | -5 | -16 | 7 | 0 | 1.2 | -42 | 42 | 7 | 3 | 3
CCCCOc1ccc(C(=O)N/N=C/c2ccc(OCCN3CCCCC3)c(OC)c2)cc1 | 84 | 5 | -5 | 20 | 3 | 0.9 | -41 | 41 | 9 | 1 | 9
COc1cccc(C(=O)Nc2ccc(-c3nc4ccccc4o3)c(O)c2)c1 | 114 | -18 | -4 | -4 | -4 | 2.1 | -53 | 53 | 6 | -2 | 13
COc1ccc(CNC(=O)CC(NC(N)=O)c2ccccc2Cl)cc1OC (configuration not stated) | 109 | 0 | 2 | 0 | 2 | -1.5 | 9 | -9 | -13 | -1 | 6
CCCCNC(=O)OCCSCCS(=O)(=O)c1ccc(Cl)cc1 | 106 | -4 | 1 | 1 | -4 | -0.6 | 2 | -2 | 25 | -8 | -11
COc1cc2nc(CCc3ccccc3)oc(=O)c2cc1OC | 95 | 6 | 6 | 2 | -10 | 1.4 | 12 | -12 | -3 | 4 | 2
Cc1cccc(OCCn2ccnc2)c1 | 119 | 7 | -2 | -2 | -6 | -2.0 | 8 | -8 | 12 | 7 | .

More results
SMILES | DSG3 Ab inh | PKA-R1A act | dFosB act | NSD2 HMT inh | SUMO Mot1 rescue | CDK5 inh | SR-BI DiI-HDL act | SR-BI HDL uptake | Arrestin-AP2 inh | PKA-R2B act | MITF TRPM1 HTS
O=c1[nH]c(CCl)nc2cc(-c3ccc(F)cc3)sc12 | 113 | 2 | -29 | 7 | -40 | 2.5 | -1 | 1 | 52 | 5 | 2
C=CCNC(=O)COc1ccc(Br)cc1Cl | 96 | 7 | 0 | 7 | -23 | 0.8 | 7 | -7 | -3 | 2 | 65
O=C(NCc1ccccc1Br)c1ccncc1 | 104 | 5 | 2 | -4 | 5 | -1.4 | ? | -161 | -12 | -1 | 5
COc1ccc(-n2cnc3ccccc32)cc1 | 121 | 0 | 6 | -1 | 0 | -1.7 | 1 | -1 | -4 | 11 | 36
CS(=O)(=O)N(CC(=O)N1CCCCCC1)c1ccc(Cl)cc1 | 104 | -2 | 0 | -4 | 1 | -2.4 | -4 | 4 | -26 | 0 | .
CC1CCN(c2ccc(NC(=S)NC(=O)c3ccco3)cc2)CC1 | 102 | -5 | -11 | -2 | 14 | 0.5 | -2 | 2 | 1 | 0 | 17
Cc1cc(NC(=O)c2ccc3c(c2)OCO3)ccc1NC(=O)c1ccco1 | 94 | -12 | -1 | -5 | -10 | 2.1 | -50 | 50 | -3 | -1 | 67
CCCC(C)NC(=O)C1CCN(C(=O)C2CC(=O)N(c3ccc(C)cc3)C2)CC1 (configuration not stated) | 104 | 14 | 1 | -4 | 277 | -0.5 | 1 | -1 | 5 | -14 | -1
COC(=O)CSc1nc2sc3c(c2c(=O)[nH]1)CCC3 | 92 | -5 | -7 | 42 | -4 | 0.8 | . | . | 10 | 9 | -14
COc1ccc(OC)c(C(=O)COC(=O)C2CC3CCCC(C2)C3=O)c1 (configuration not stated) | 102 | 2 | -2 | -2 | 16 | -0.1 | -5 | 5 | -11 | 4 | -3
Cc1cc(=O)oc2cc(OCC(=O)c3ccccc3)ccc12 | 109 | 7 | -8 | -1 | -6 | -0.8 | -8 | 8 | 0 | 2 | 6
CC(C)(C)c1ccc(C(=O)NNc2ncccc2-n2cccc2)cc1 | . | -2 | -5 | 0 | -11 | 1.4 | -29 | 29 | 2 | 10 | 15
O=S(=O)(Nc1ccccc1Cl)c1ccc2[nH]c(=S)oc2c1 | 97 | 3 | -3 | 1 | -10 | 1.6 | 16 | -16 | 27 | 8 | -1
COC(=O)c1ccccc1NC(=O)Cn1c(CCC(=O)O)ccc1-c1cccs1 | 98 | -4 | -1 | 3 | -5 | 0.0 | 0 | 0 | 2 | 2 | 4
CN(C)S(=O)(=O)c1cccc(NC(=S)N/N=C/c2cc(Br)ccc2O)c1 | 98 | 4 | -7 | -5 | -18 | 1.4 | . | . | 27 | 1 | -65
COc1ccc(CCNC(=O)c2ccc(Cl)cc2Cl)cc1 | . | -2 | -4 | . | 209 | -0.5 | -4 | 4 | -14 | 0 | .
Cn1c(=O)cc(OCCCC(=O)NC2CCCC2)c2ccccc21 | 108 | 4 | -2 | -2 | -3 | -0.3 | 1 | -1 | -1 | 8 | .
Cc1cccc(C(=O)Nc2cc(Cl)ccc2-n2cncn2)c1[N+](=O)[O-] | 92 | -4 | -3 | 1 | 1 | 0.6 | -23 | 23 | -1 | -10 | -25
O=C(CSCc1ccc(Cl)cc1)NCC1CCCO1 (configuration not stated) | 100 | -7 | 3 | . | 0 | -1.1 | 9 | -9 | -7 | -3 | .

Screens from PubChem BioAssay.
